Source: PubChem
D1 mod – D1 CRE-luciferase signal change, two-sided – cell-based, HEK293 D1, dopamine EC30, D1 allosteric modulator project, primary screen. D(1A) dopamine receptor (Homo sapiens), P21728. dopamine EC30 potentiation; actives deviate in either direction. B-score at 10 µM. hit rate 5.9% among 58,000;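 active means luminescence count or its row- and column-corrected plate score outside the 99.7% band of the plate's sample wells, on either side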
Fluor 339 460 – intrinsic fluorescence of library compounds, ex339/em460 – biochemical, MLSMR library, data from DPM-DC assay, artefact control, profiling panel; hit rate 5.5% among 65,000; compound autofluorescence, ex339/em460 nm, NADH buffer; active compounds read high; 1 = no-compound wells, NADH background; AID 709, 2007; fluorescence fold increase at 10 µM;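 active means at 10 µM, mean starting fluorescence two-fold or more over control wells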;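 further: signal is the first read of a kinetic run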
Hsp90 inh – tumor Hsp90 inhibitors, primary screen, cell lysate, fluorescence polarization, NCI-N417 lysate | Heat shock protein HSP 90-alpha (Homo sapiens), P07900 | Cy3B-geldanamycin FP displacement | inhibition, % at 30 µM | hit rate 0.35% among 64,000 | AID 429, 2006;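 active means inhibition above 50%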;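 further: 0% = tracer plus lysate wells and 100% = tracer alone without lysate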
5HT1a ag – human 5-HT1a receptor agonists, primary screen, cell-based, CHO, Ga15 NFAT-bla reporter; 5-hydroxytryptamine receptor 1A (Homo sapiens), P08908; CHO 5-HT1a Ga15 NFAT-bla reporter, FRET ratio; 0% basal, 100% maximal reference agonist; activation, % at 10 µM; hit rate 0.56% among 65,000;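 active means activation above the screen-wide mean activation plus 3 SD, cut at about 19% in these data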;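 further: 0% = DMSO wells and 100% = 5-CT at EC100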
NADH coupling – inhibitors of PK/LDH coupling enzymes, profiling panel, artefact control, biochemical, MLSMR library. IC50, µM (titrated, usually from 10 µM), for inactives: at the highest dose inhibition. coupled PK/LDH NADH assays, four targets. hit rate 0.02% among 65,000. AID 774, 2007;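 active means single-dose screening hits from any of four coupled enzyme assays that gave an IC50 when retested across doses; inconclusive means no clear call, values can overlap the other calls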;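 further: the DPM-DC format reads NADH fluorescence rather than 340 nm absorbance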
M1 antag – antagonists of rat M1 muscarinic receptor; CHO-M1 cells, Fluo-4 calcium, ACh EC80 antagonist mode; active compounds read low; B-score at 10 µM; hit rate 3.4% among 64,000;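 active means calcium fluorescence response, raw or row-and-column corrected B-score, differing from the plate sample mean either way at a set confidence level, mostly lower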
E coli RNAP – E. coli RNAP inhibitors, biochemical | AID 559, 2006 | hit rate 0.2% among 62,000 | inhibition, %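 (tested at 10 µM)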 | DNA-directed RNA polymerase subunit beta (Escherichia coli (strain K12)), P0A8V2 | E. coli RNA polymerase, fluorescence transcription assay; in the data active means inhibition above about 20%;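 further: 0% = enzyme without compound and 100% = no enzyme blank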
Target sequence (P0A8V2 whole entry, looked up): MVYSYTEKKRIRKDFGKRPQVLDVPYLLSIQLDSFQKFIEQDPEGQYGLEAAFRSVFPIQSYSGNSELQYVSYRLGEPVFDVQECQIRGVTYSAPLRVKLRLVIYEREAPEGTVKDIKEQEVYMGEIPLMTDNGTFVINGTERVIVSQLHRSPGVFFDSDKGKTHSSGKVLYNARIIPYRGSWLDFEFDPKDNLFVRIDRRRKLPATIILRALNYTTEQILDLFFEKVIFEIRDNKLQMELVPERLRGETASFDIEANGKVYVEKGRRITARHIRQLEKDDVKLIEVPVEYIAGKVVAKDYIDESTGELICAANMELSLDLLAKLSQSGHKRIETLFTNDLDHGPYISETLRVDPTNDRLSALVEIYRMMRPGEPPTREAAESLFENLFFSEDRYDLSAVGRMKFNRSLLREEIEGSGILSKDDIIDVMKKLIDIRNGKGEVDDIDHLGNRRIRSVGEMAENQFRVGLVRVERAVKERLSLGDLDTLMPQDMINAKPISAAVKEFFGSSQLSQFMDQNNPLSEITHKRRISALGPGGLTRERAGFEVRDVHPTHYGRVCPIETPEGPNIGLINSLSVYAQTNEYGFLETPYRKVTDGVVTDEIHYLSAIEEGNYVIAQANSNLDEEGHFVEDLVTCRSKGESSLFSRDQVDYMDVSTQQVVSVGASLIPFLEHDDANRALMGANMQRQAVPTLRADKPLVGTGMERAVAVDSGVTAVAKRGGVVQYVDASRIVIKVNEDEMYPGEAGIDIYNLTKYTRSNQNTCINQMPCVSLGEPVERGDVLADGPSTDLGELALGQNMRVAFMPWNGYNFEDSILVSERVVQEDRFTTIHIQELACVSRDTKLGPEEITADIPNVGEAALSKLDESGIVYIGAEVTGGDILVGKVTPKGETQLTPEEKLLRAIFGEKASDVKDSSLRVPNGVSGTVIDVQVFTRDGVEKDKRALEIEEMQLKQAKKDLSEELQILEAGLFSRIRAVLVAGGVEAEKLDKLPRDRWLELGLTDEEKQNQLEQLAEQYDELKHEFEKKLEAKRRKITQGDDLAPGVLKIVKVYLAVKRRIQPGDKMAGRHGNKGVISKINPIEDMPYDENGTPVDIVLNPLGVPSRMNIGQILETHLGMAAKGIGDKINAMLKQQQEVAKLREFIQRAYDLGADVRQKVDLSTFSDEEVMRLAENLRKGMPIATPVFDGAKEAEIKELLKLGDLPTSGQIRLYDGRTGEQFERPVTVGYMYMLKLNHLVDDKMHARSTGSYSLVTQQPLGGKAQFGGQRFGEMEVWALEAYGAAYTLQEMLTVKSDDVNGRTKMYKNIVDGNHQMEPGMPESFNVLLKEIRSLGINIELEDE
Her2 expr inh – inhibitors of Her2 protein expression, primary screen, SKBR-3 cells, AlphaScreen, 66K library; Receptor tyrosine-protein kinase erbB-2 (Homo sapiens), P04626; SKBR-3 HER2 protein level, 18-24 h; active compounds read low; HER2 level % of control, % at 10 µM; hit rate 0.69% among 65,000; AID 645, 2007;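 active means HER2 level under 5% of the carrier-only control; inconclusive means no clear call, values can overlap the other calls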;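 further: 100% = DMSO carrier and 0% = 500 nM PU-H71 HSP90 inhibitor; lower value means stronger loss of Her2 protein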
M1 ag – M1 muscarinic receptor agonists, primary screen, CHO-M1 cells, Fluo-4 calcium, agonist mode; Muscarinic acetylcholine receptor M1; Fluo-4 calcium fluorescence; active compounds read high; B-score at 10 µM; hit rate 3% among 64,000; AID 626, 2007;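 active means fluorescence rise, raw or as B-score row- and column-corrected plate score, outside the 99.7% band of its plate's samples, either direction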
An asterisk follows results filed as active; ? = inconclusive; / = not tested or not shown; [ ] = another dose, or the depositor's remark.

| mol | D1 mod | Fluor 339 460 | Hsp90 inh | 5HT1a ag | NADH coupling | M1 antag | E coli RNAP | Her2 expr inh | M1 ag |
| --- | --- | --- | --- | --- | --- | --- | --- | --- | --- |
| O=C(NCCN1CCN(Cc2ccccc2)CC1)C1CC(=O)N(C2CCCC2)C1 (centres undefined) | 1.11 | 1.13 | -4.0 | -2.0 | 5.0% | 0.016 | 5.7 | 92.6 | -0.45 |
| O=C(NS(=O)(=O)c1ccc(NC(=O)C2CCCO2)cc1)c1ccccc1 (centres undefined) | -0.18 | 1.04 | -5.8 | -5.0 | 2.0% | 0.124 | 7.8 | 93.5 | -0.24 |
| CCOC(=O)C1CCCN(c2c(N3CCN(C4CCCCC4)CC3)c(=O)c2=O)C1 (centres undefined) | -0.108 | 1.03 | -3.1 | 1.5 | 3.0% | -0.0688 | 10.0 | 50.9 | 1.59 |
| COC(=O)Cn1c(CCS(=O)(=O)c2ccc(C)cc2)nc2ccccc21 | -0.19 | 0.98 | 0.5 | -0.3 | 3.0% | -0.0338 | 2.3 | 110.7 | 0.327 |
| COC(=O)c1c(-n2cnnn2)sc(C)c1C | 0.0806 | 1.33 | -2.3 | -0.2 | 5.0% | 0.024 | 10.4 | 78.4 | -0.591 |
| CCC(CC)C(=O)Nc1nnc(-c2cccs2)s1 | 0.439 | 2.62* | -1.6 | -3.2 | 13.0% | -0.179 | 7.7 | 120.5 | 0.852 |
| O=C(Cn1nnc(-c2ccccc2-n2cnnn2)n1)NCc1ccccc1 | 0.581 | 1.09 | -1.6 | -3.5 | 11.0% | -0.0127 | 6.0 | 71.9 | 0.0255 |
| Clc1ccc(CSc2nnc(-c3cccnc3)n2Cc2ccco2)c(Cl)c1 | 0.712 | 1.12 | / | -2.6 | 2.0% | -0.656 | 4.5 | 110.3 | -0.123 |
| O=C(C1CCN(C2CC(=O)N(Cc3ccccc3)C2=O)CC1)N1CCCCCC1 (centres undefined) | 2.36 | 1.03 | -3.7 | -2.2 | 4.0% | -0.0845 | / | 78.6 | 0.459 |
| COc1ccc2c(C(=O)CN3CC(C)OC(C)C3)c[nH]c2c1 (centres undefined) | -0.224 | 1.11 | -13.3 | -0.7 | 7.0% | -0.0813 | 9.2 | ? | -0.153 |
| CN1CCN(c2cc3c(c4c2[nH]c2ccccc24)C(=O)CC(C)(C)C3)CC1 | 0.563 | 2.09* | -2.2 | 1.1 | 7.0%[fluoresces] | 0.0863 | 3.5 | 88.0 | -0.999 |
| CCOC(=O)c1c(NC(=O)Cc2cccs2)sc(C)c1C | 12.8* | 1.13 | -5.9 | -3.1 | 3.0% | 0.108 | 6.8 | 55.7 | -0.0413 |
| C=CCOn1c(=O)c(=O)n(OCc2ccccc2)c2ccccc21 | -0.00786 | 1.1 | 5.3 | -1.2 | 6.0% | -2.58* | 5.5 | 95.5 | -0.28 |
| Cc1c(C(=O)N2CCN(c3ccc(F)cc3)CC2)sc2nc(-c3ccccc3)cn12 | -1.29 | 1.03 | -0.9 | -0.5 | 2.0% | 0.803 | 7.5 | 88.3 | 0.312 |
| CCN1C(=O)c2cccc3c(NS(=O)(=O)c4ccc(NC(C)=O)cc4)ccc1c23 | -0.408 | 1.11 | 11.1 | 0.2 | 5.0% | 0.00568 | 2.0 | 97.9 | -0.0587 |
| N#C/C=C1\n2c(nc3ccccc32)OC12CCCCC2 | 0.518 | 1 | -1.3 | -1.2 | 1.0% | 0.936 | 5.9 | 70.0 | 0.439 |
| Cc1cc(C)cc(NC(=O)C2CCN(c3nccs3)CC2)c1 | -0.0658 | 1.15 | -0.1 | -4.5 | 1.0% | 0.292 | 2.7 | 111.2 | 1.41 |
| COc1ccc2[nH]c(C)c(CCN3C(=O)C4C5C=CC(C5)C4C3=O)c2c1 (centres undefined) | -0.407 | 1.11 | -1.9 | 0.8 | 3.0% | 0.859 | 2.2 | 96.5 | -0.899 |
| Cc1ccc(S(=O)(=O)CCc2nnc(NC(=O)c3ccccn3)s2)cc1 | 0.857 | 1.08 | 2.7 | -2.2 | 2.0% | 0.238 | 5.5 | 100.9 | 0.0606 |
| O=S(=O)(NCC1CCCO1)c1cccc(S(=O)(=O)N2CCCC2)c1 (centres undefined) | 0.441 | 1.02 | -3.9 | -1.1 | 6.0% | 0.00506 | 7.3 | 110.5 | 0.717 |
| COc1ccc2[nH]cc(CCN=C3SCC(=O)N3C)c2c1 | -0.2 | 1.07 | -5.0 | -0.3 | 6.0% | 0.368 | 8.5 | 111.2 | 0.0401 |
| CCOc1ccc(NC(=O)C(C)SC(N)=O)cc1 (centres undefined) | -2.64* | 1.03 | 0.1 | -4.4 | 1.0% | -0.502 | 1.5 | 122.5 | -0.246 |
| O=C(c1ccc(O)cc1)c1ccc(Cl)cc1 | 1.19 | 1.03 | / | / | 4.0% | 0.067 | 0.3 | 93.6 | 0.0614 |
| CCOC(=O)CSc1nnc(CNc2ccccc2Cl)n1-c1ccccc1 | -0.0219 | 1.08 | -3.0 | -0.9 | 0.0% | 0.1 | 3.0 | 98.5 | -0.792 |
| CC(=O)NCCn1ccc2ccccc21 | 0.046 | 1.04 | 0.5 | -4.8 | 2.0% | 1.32 | -1.5 | 96.0 | 0.733 |
| O=C(CSC1=NCCS1)Nc1ccccc1F | 0.0585 | 1.05 | -6.0 | -1.3 | 5.0% | -0.2 | 1.1 | 93.5 | 0.208 |
| CCOC(=O)N1CCN(C(=O)c2cccc(OC)c2OC)CC1 | -0.462 | 1.05 | -13.3 | -1.7 | 3.0% | 0.0439 | 5.5 | 103.3 | -0.0357 |
| CCOC(=O)c1ccc(NC2OC(=O)c3ccccc32)cc1 (centres undefined) | -0.0303 | 0.99 | -2.3 | -1.4 | 10.0% | 0.898 | 4.5 | 96.0 | 0.796 |
| O=C(Nc1ccccc1NC(=O)c1c(F)c(F)c(F)c(F)c1F)c1c(F)c(F)c(F)c(F)c1F | -1.15 | 1.09 | -0.5 | 2.4 | 6.0% | -1.64 | -0.2 | 88.2 | 2.89* |
| COc1ccccc1NC(=O)C1=C(C)Nc2nc(-c3ccc(N(C)C)cc3)nn2C1c1ccncc1 (centres undefined) | -0.726 | 1.13 | 1.5 | 1.0 | 2.0% | -0.0125 | 2.0 | 96.5 | 1.2 |

The final two compounds of the part before open the next one:
| mol | D1 mod | Fluor 339 460 | Hsp90 inh | 5HT1a ag | NADH coupling | M1 antag | E coli RNAP | Her2 expr inh | M1 ag |
| --- | --- | --- | --- | --- | --- | --- | --- | --- | --- |
| O=C(Nc1ccccc1NC(=O)c1c(F)c(F)c(F)c(F)c1F)c1c(F)c(F)c(F)c(F)c1F | -1.15 | 1.09 | -0.5 | 2.4 | 6.0% | -1.64 | -0.2 | 88.2 | 2.89* |
| COc1ccccc1NC(=O)C1=C(C)Nc2nc(-c3ccc(N(C)C)cc3)nn2C1c1ccncc1 (centres undefined) | -0.726 | 1.13 | 1.5 | 1.0 | 2.0% | -0.0125 | 2.0 | 96.5 | 1.2 |
| CCn1c(C(C)NC(C)=O)nc2ccccc21 (centres undefined) | -0.638 | 1.03 | -6.6 | -0.1 | 6.0% | -0.759 | 2.1 | 81.0 | 0.00619 |
| COCCNC(=O)CN1CCC(n2c(C)nc3cc(C(F)(F)F)ccc32)CC1 | 0.338 | 1.11 | -4.2 | -1.0 | 3.0% | -0.609 | 3.5 | 86.0 | -0.912 |
| c1ccc(N2CCN(c3nc4cc5c(cc4s3)OCCO5)CC2)cc1 | / | 1.06 | 2.9 | -5.0 | 7.0% | -0.469 | 7.7 | 92.7 | 0.00858 |
| CC(NC(=O)C1CCN(c2nnc(-n3cccc3)s2)CC1)C12CC3CC(CC(C3)C1)C2 (centres undefined) | 0.226 | 1.08 | -0.2 | -0.9 | 8.0% | 0.0929 | 3.5 | 85.8 | -0.514 |
| COc1ccc(NC(=O)C2CCN(Cc3cnn(-c4ccccc4)c3-n3cccc3)CC2)cc1OC | / | 1.07 | -1.5 | -1.5 | 7.0% | -0.407 | 3.5 | 71.7 | -0.324 |
| O=C(CSc1nnc(CN2CCOCC2)n1-c1ccc(Cl)cc1)N1CCc2ccccc21 | -0.0723 | 1.16 | -3.2 | -0.3 | 4.0% | 0.503 | 6.5 | 77.5 | -0.44 |
| Cn1c(SCC(=O)N2CCCc3ccccc32)nnc1-c1c[nH]c2ccccc12 | -0.403 | 1.11 | -1.3 | -0.8 | 0.0% | 0.178 | / | 152.6 | -0.12 |
| COC(=O)c1ccc2c(c1)S(=O)(=O)NC(=NCCCN1CCOCC1)S2 | -0.483 | 1.06 | -0.1 | 2.1 | 3.0% | -0.319 | 0.8 | 93.2 | 0.453 |
| O=C(O)C1C2C=CC(C2)C1C(=O)N1CCN(C/C=C/c2ccccc2)CC1 (centres undefined) | -0.26 | 1.1 | -1.6 | -0.5 | 5.0% | -0.257 | 7.3 | 86.9 | -0.156 |
| O=c1[nH]cc(COCc2ccccc2)c(=O)[nH]1 | 0.901 | 1.11 | 3.2 | -0.2 | 6.0% | 0.0162 | -0.7 | 107.7 | 0 |
| Cc1ccc2c(c1)c(C)c(C)n2CC(O)Cn1nnc2ccccc21 (centres undefined) | / | 1.12 | / | -0.6 | 1.0% | 0.306 | 2.8 | 58.0 | -0.0727 |
| O=S(=O)(NCc1ccccn1)c1ccc2c(c1)OCCO2 | 0.0427 | 1.04 | 3.3 | -0.5 | 4.0% | -0.00365 | 3.7 | 97.2 | -0.472 |
| Cn1c(C(=O)N2CCN(c3ccc(Cl)cc3)CC2)cc2c(=O)n(C)c3ccccc3c21 | -0.469 | 1.02 | -3.0 | 0.2 | 16.0% | 0.145 | 3.3 | 102.6 | -0.0746 |
| COc1ccc(C(=O)Cn2c(Br)nc3c2c(=O)n(C)c(=O)n3C)cc1 | 0.726 | 1.08 | / | 2.0 | 2.0% | 1.6 | 7.3 | 80.2 | 0.238 |
| CCCCSc1cc(C)nc2ncnn12 | -0.424 | 1.04 | -1.1 | -1.1 | 3.0% | 1.02 | -10.3 | 103.2 | 0.219 |
| COc1ccc(NC(=O)CCC2CCCC2)cc1OC | / | 1.11 | 3.8 | -1.5 | 4.0% | -0.923 | -1.0 | 89.0 | -0.269 |
| O=C(Nc1ccc(S(=O)(=O)NCc2ccco2)cc1)c1ccc2ccccc2n1 | 0.133 | 1.12 | -2.4 | -0.8 | 9.0% | -0.333 | -5.1 | 53.6 | 1.51 |
| Cc1ccc(Oc2nc3ccccc3n3c(C)nnc23)cc1 | 0.00644 | 1.08 | 1.4 | 1.2 | 6.0% | -0.0171 | 3.9 | 103.9 | 0.41 |
| Cc1cc(C)c2c(n1)nn1c(N3CCN(c4ccccn4)CC3)cc(C)nc21 | -0.808 | 3.04* | -4.0 | -2.8 | 12.0% | -0.996 | / | 75.1 | -0.85 |
| CC1CCC2(CC1)NC(=O)N(Cc1nc(-c3ccccc3)no1)C2=O (centres undefined) | 0.811 | 1.03 | -3.8 | -1.6 | 2.0% | -0.496 | 8.7 | 123.0 | -0.705 |
| CCC(=O)Nc1ccc(Br)c(Cl)c1 | -0.823 | 1.11 | 1.9 | -0.7 | 1.0% | -0.0583 | 9.8 | 103.2 | -0.159 |
| CC1(C)CC(=O)C=C(Nc2ccc(F)cc2)C1 | -0.0331 | 1.05 | -0.7 | -2.9 | 2.0% | 0.594 | 6.4 | 92.5 | -0.024 |
| CCOC(=O)CCSc1nnc(-c2cccnc2)n1-c1ccccc1OC | -1.2 | 1.11 | -1.2 | 3.4 | 5.0% | -0.833 | -2.3 | 79.2 | -0.549 |

Random draw from the library; any-hit rate near 16%.
